human PMI inhibition – inhibitors of human PMI, primary screen, biochemical, fluorescence intensity, coupled assay (AID 1209); 190,000 compounds, 0.42% hits; inhibition, % at 20 µM; hits with a dose series show IC50 in µM; purified PMI enzyme, coupled fluorescence intensity; higher % means a stronger effect;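 also: plate controls were DMSO vehicle for no effect and wells lacking substrate for full effect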
human PMI inhibitors – human PMI inhibitors, high substrate, primary screen, biochemical, fluorescence intensity, high mannose 6-phosphate (AID 1220); 190,000 compounds, 0.66% hits; recombinant PMI enzyme, coupled fluorescence intensity; higher % means a stronger effect; Mannose-6-phosphate isomerase (Homo sapiens); inhibition, % at 20 µM, or IC50 in µM where a hit was titrated
Large T inhibition – SV40 large T antigen inhibitors, biochemical (AID 1903) | SV40 large T antigen ATPase/helicase inhibition assay; higher % means a stronger effect | one-dose inhibition, % at 20 µM; IC50 in µM for titrated hits | 310,000 compounds, 0.39% hits; in the data active = a potency from the dose series; inconclusive = inhibition mostly from about 32% at the one dose, without a potency; inactive = the rest, 99 in 100 with inhibition below about 32%; also: strong numbers were not always called active
West Nile antiviral – West Nile virus antiviral activity, cell-based, CPE readout (AID 1621); West Nile virus-infected cells, CPE inhibition; higher % means a stronger effect; one-dose CPE inhibition, % at 10 µM; IC50 in µM for titrated hits; 290,000 compounds, 0.02% hits; in the data active = a potency from the dose series; inconclusive = CPE inhibition mostly from about 3.7% at the one dose, without a potency; inactive = the rest, 99 in 100 with CPE inhibition below about 2.2%; also: strong numbers were not always called active
PhoP inhibition – inhibitors of PhoP regulon expression, primary screen, Salmonella Typhimurium, GFP reporter (AID 1863); S. Typhimurium PhoP-regulated promoter GFP reporter, 4 h; higher % means a stronger effect; inhibition, % at 50 µM, or IC50 in µM where a hit was titrated; 300,000 compounds, 0.16% hits;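 active = inhibition over 29.93%, a cutoff 3 SD above the screen mean, later confirmed by dose response; inconclusive = inhibition over 29.93% but no dose response follow-up; inactive = inhibition at most 29.93% or unconfirmed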;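 also: 0% = low Mg2+ inducing control and 100% = high Mg2+ repressing control; strong numbers were not always called active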
Insulin prom up – insulin promoter activators in MIN6 cells, imaging, high-content screening, mouse beta cells; 190,000 compounds, 0.3% hits; z-score at 5 µM; MIN6 insulin promoter-GFP reporter; hits give high values;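 active = z-score above 3 at 5 µM with at least 500 cells counted in the well; inconclusive = wells under 500 cells, flagged as cytotoxic or low count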
CSM14.1 death rescue – rescue of cells from ER stress-induced death, primary screen, 384-well, CSM14.1, thapsigargin, ATP luminescence (AID 1222) | cellular ATP content (survival), % at 20 µM; hits with a dose series show EC50 in µM | 190,000 tested, under 10 active | CSM14.1 thapsigargin-induced death rescue, ATP luminescence; higher % means a stronger effect;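 active = EC50 below 50 µM in the dose-response confirmation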;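 also: death triggered by thapsigargin at about 15 µM added after 2 h compound pretreatment; cell ATP read after overnight thapsigargin exposure of roughly 18 to 22 hours; normalized against plate controls of thapsigargin alone and 5% DMSO vehicle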
RSV CPE inhibition – RSV antiviral activity via CPE protection, HEp-2 cells, primary 10 µM value included (AID 2391). HEp-2 cells, RSV-induced CPE inhibition; higher % means a stronger effect. one-dose CPE inhibition, % at 10 µM; IC50 in µM for titrated hits. 310,000 compounds, 0.13% hits; in the data active = a potency from the dose series; inconclusive = CPE inhibition mostly from about 23% at the one dose, without a potency; inactive = the rest, 99 in 100 with CPE inhibition below about 21%; also: strong numbers were not always called active
TNAP activation fold – human TNAP enzyme activators, primary screen, biochemical, luminescent, no phosphate acceptor, uHTS (AID 1001). Alkaline phosphatase, tissue-nonspecific isozyme (Homo sapiens). purified TNAP, luminescent activation assay, no phosphate acceptor; higher activation fold means a stronger effect. one-dose activation fold at 20 µM; EC50 in µM for titrated hits. 200,000 compounds, 0.03% hits; in the data active = activation fold from about 3, or a potency from the dose series; inactive = the rest, 99 in 100 with activation fold below about 1.6; also: many of its hits are not listed in these tables
Insulin prom up cell count – further read-out of Insulin prom up, marked with its call; cell count; measured here: cytotoxicity, nuclei count;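 total cells summed across four imaged fields per well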
Numbers without * were called inactive; ? = inconclusive; / = not tested or not shown. Rule as the data show it, unless noted: active = inhibition above about 50%; inactive = the rest.

SMILES	human PMI inhibition	human PMI inhibitors	Large T inhibition	West Nile antiviral	PhoP inhibition	Insulin prom up	Insulin prom up cell count	CSM14.1 death rescue	RSV CPE inhibition	TNAP activation fold
O=C(CC(CC(=O)c1ccccc1)c1ccccc1)c1ccccc1	/	/	-1%	-1.2%	16%	/	/	/	11%	/
CNC(=O)Cc1nc2ccccc2n1CC(=O)Nc1cc(C)cc(C)c1	-8%	-2%	10%	-0.2%	-6%	0.39	1167	-2.2%	-0.4%	1.1
COc1cc(NC(=O)C/C(C)=N/NC(=O)c2cccc(O)c2)c(OC)cc1Cl	-1%	4%	20%	-0.9%	9%	0.08	1347	-4.0%	-0.4%	1.1
Cc1oc(-c2ccccc2Cl)nc1CN1CCCN(C(=O)c2ccco2)CC1	7%	0%	4%	-0.8%	-1%	/	/	0.2%	1.1%	1.1
CCC1CCc2c(sc(NC(=O)c3cnccn3)c2C(N)=O)C1 (centres undefined)	/	/	10%	-0.2%	-3%	/	/	/	0.8%	/
COc1ccccc1NC(=O)CN1CCN(C(=O)C2CCCO2)CC1 (centres undefined)	/	/	8%	-0.1%	5%	/	/	/	1.0%	/
CCC1(C)Cc2c(sc3nc(SC)nc(N)c23)CO1 (centres undefined)	1%	0%	10%	0.5%	5%	-0.06	945	-1.4%	27%	1.1
Cc1cccc(C(=O)NCCc2nnc(SCC(=O)Nc3nc(C)cs3)n2C)c1	7%	4%	-1%	0.4%	4%	0.49	842	-0.5%	6.1%	1.2
O=C(/C=C/c1cc2ccccc2o1)c1ccccc1O	/	/	5%	1.1%	-14%	0.07	1184	/	3.5%	/
CC(C)CCNC(=O)Cn1c2c(c(-c3ccccc3Cl)cc1=O)CCC2	-8%	3%	7%	-0.6%	-8%	-0.77	765	1.0%	1.3%	0.8
O=C(CCS(=O)(=O)c1ccc(Cl)cc1)OCC(=O)N1CCCCC1	9%	8%	8%	-0.1%	11%	/	/	-2.0%	0.2%	1.1
COc1ccc(-n2nc(C(=O)NCC(=O)N3CCCC3)c3ccccc3c2=O)cc1Cl	/	/	5%	-0.1%	0%	/	/	/	3.1%	/

In the list so far, 2 have two or more sulfur atoms:
SMILES	human PMI inhibition	human PMI inhibitors	Large T inhibition	West Nile antiviral	PhoP inhibition	Insulin prom up	Insulin prom up cell count	CSM14.1 death rescue	RSV CPE inhibition	TNAP activation fold
CCC1(C)Cc2c(sc3nc(SC)nc(N)c23)CO1 (centres undefined)	1%	0%	10%	0.5%	5%	-0.06	945	-1.4%	27%	1.1
Cc1cccc(C(=O)NCCc2nnc(SCC(=O)Nc3nc(C)cs3)n2C)c1	7%	4%	-1%	0.4%	4%	0.49	842	-0.5%	6.1%	1.2

More compounds:
SMILES	human PMI inhibition	human PMI inhibitors	Large T inhibition	West Nile antiviral	PhoP inhibition	Insulin prom up	Insulin prom up cell count	CSM14.1 death rescue	RSV CPE inhibition	TNAP activation fold
COc1cc(/C=C2/SC(=S)N(Cc3ccccc3)C2=O)ccc1OCC(=O)O	/	/	25%	0.4%	3%	/	/	/	16%	/
COc1ccc(NC(=O)CSc2ccccc2)c([N+](=O)[O-])c1	5%	2%	11%	-0.8%	6%	0.31	1043	0.0%	1.4%	1
CC1CCCCC1NC(=O)COC(=O)c1c2c(nc3ccccc13)/C(=C/c1ccco1)CC2 (centres undefined)	-68%	-104%	17%	-0.7%	5%	/	/	1.0%	4.8%	1
CC(=O)OC(C(=O)NC1CCCCC1)c1cccc(C)c1 (centres undefined)	12%	12%	-4%	0.5%	2%	0.08	1830	-1.2%	3.1%	1.1
C=CCNC(=S)N/N=C(\C)c1cccc(NC(C)=O)c1	-4%	-5%	10%	0.2%	-7%	-0.14	1205	0.2%	-1.2%	1
COc1ccccc1NC(=S)NCC1CCC(CNC(=S)Nc2ccccc2OC)CC1 (centres undefined)	/	/	9%	-0.2%	-7%	-0.12	1072	/	1.8%	/
COC(=O)/C=C1\SC(N2CCOCC2)=C(c2ccc(OC)cc2)C1=O	46%	11%	9%	0.1%	3%	-1.1	1251	/	0.3%	1
COC(=O)c1cc(NC(=O)c2ccccc2)c(=O)oc1/C=C/Nc1ccc(Oc2ccccc2)cc1	-6%	-5%	7%	0.3%	-7%	/	/	/	/	0.7
COCCn1c(C)cc(C(=O)COC(=O)c2n[nH]c3ccccc23)c1C	14%	20%	21%	-0.6%	4%	/	/	-6.3%	2.1%	0.9
Cc1cc(C(F)(F)F)nc(NCc2cccnc2)n1	-2%	6%	8%	-0.7%	4%	/	/	2.7%	2.0%	1.1
CCN(CC)c1nc2c(c(=O)[nH]c(=O)n2C)n1Cc1ccccc1Cl	/	/	9%	-0.9%	-5%	/	/	/	1.0%	/
O=c1oc2ccccc2n1Cc1ccccc1	8%	7%	4%	0.9%	-6%	1.2	1506	0.6%	1.7%	1
CC(C)(C)n1ncc2c(=O)n(CC(=O)Nc3ccc(Cl)cc3)cnc21	4%	9%	15%	-0.1%	2%	0.42	1279	-1.1%	0.0%	1.1
CCSc1nnc(NC(=O)Nc2cccc(C)c2)s1	/	/	7%	-1.5%	3%	-0.07	1468	/	21%	/
C[C@@]1([C@@H](NC(=O)c2cccs2)c2ccc(-c3ccccc3)cc2)C[C@H]1C1CCCCC1	11%	3%	9%	0.8%	2%	?	/	-2.3%	5.9%	1.1
COc1ccc(-c2nc3n(n2)C(=O)CC(c2ccco2)S3)cc1 (centres undefined)	-8%	-34%	20%	/	-18%	/	/	-4.2%	0.6%	0.2
Cc1ccc2c(c1)[C@@H](O)C[C@@H](C)N2N=O	-3%	-13%	-1%	-0.9%	5%	-0.02	1345	1.3%	3.1%	1.1
CCN(C(=O)COC(=O)/C=C/c1cccc([N+](=O)[O-])c1)c1ccccc1	6%	8%	6%	-0.7%	9%	0.46	1248	1.4%	0.2%	1
O=c1ccc(Oc2nc(N3CCCCC3)nc(N3CCCCC3)n2)n[nH]1	-4%	-2%	3%	1.6%	-3%	-0.21	1352	0.4%	1.5%	1.1
O=C(O)CCC(=O)Nc1ccc(N2CCOCC2)cc1	17%	33%	-2%	0.3%	2%	0.47	1533	-0.4%	0.7%	1.1
COc1cccc(COC(=O)Nc2ccccc2F)c1	/	/	10%	-0.2%	-1%	/	/	/	8.2%	/
CCOCCOC(=O)C1=C(C)NC(=O)NC1c1cc2c(cc1Br)OCO2 (centres undefined)	/	/	9%	-0.7%	-3%	/	/	/	0.9%	/
CCC(=O)N(Cc1cc(=O)[nH]c2ccccc12)c1ccccc1C	/	/	15%	-0.4%	10%	-0.51	1395	/	7.6%	/
CCCN(Cc1nnc(-c2ccccc2Cl)o1)C(=O)c1cccc(S(=O)(=O)N2CCOCC2)c1	/	/	2%	-0.6%	-7%	/	/	/	0.3%	/
O=C(Nc1ccc(S(=O)(=O)NC2CCCCC2)cc1)c1ccco1	9%	13%	3%	-1.2%	-8%	0.17	1257	0.4%	13%	1.1
CN(C)CCn1c(N)nc2ccccc21	/	/	7%	0.8%	-10%	0.15	1350	/	-0.2%	/
CCN1CCN(C(=O)C2CCCN(S(=O)(=O)c3cccc4nsnc34)C2)CC1 (centres undefined)	/	/	4%	-0.2%	-2%	/	/	/	1.2%	/
Cc1occc1-c1nnc(SCC(=O)c2c[nH]c3ccccc23)n1C	-17%	-11%	1%	-0.2%	-1%	0.73	1011	-0.1%	1.8%	1
COc1cccc(NC(=O)CSc2nnc(Cc3cccs3)n2-c2ccc(C)cc2)c1	9%	5%	5%	-0.6%	0%	/	/	0.4%	2.0%	1
Cc1ccc2c(c1)N(CC(=O)N1CCN(C3CCCCC3)CC1)C(=O)CO2	/	/	8%	-0.4%	6%	/	/	/	2.3%	/
O=C(O)c1cccc(CSc2n[nH]c(-c3ccc(Cl)cc3Cl)n2)c1	4%	6%	10%	-0.2%	3%	0.6	1367	-1.2%	4.3%	0
COc1ccc(Nc2nc(N)nc(CN3CCN(c4ccc(F)cc4)CC3)n2)cc1	2%	8%	?	-1.0%	-2%	-0.19	1571	-1.2%	7.6%	1.1
S=c1[nH]ccn1CCc1ccccc1	/	/	4%	-0.1%	11%	/	/	/	4.0%	/
CCOC(=O)C1=C(c2ccccc2)NC(=O)NC1c1cc(OCC)c(O)c([N+](=O)[O-])c1 (centres undefined)	/	/	11%	-0.3%	-6%	/	/	/	0.4%	/
COc1ccc(OC)c(NC(=O)CN2C(=O)NC3(CCOc4ccccc43)C2=O)c1 (centres undefined)	8%	4%	17%	-0.4%	-8%	0.31	1004	-1.4%	2.5%	1.1
O=C(c1c[nH]c2ccccc12)C(F)(F)F	/	/	5%	-0.2%	5%	-1.4	949	/	4.3%	/
O=C(Nc1ccnn1C1CCN(C(=O)c2cccc(Cl)c2)CC1)C1CCOC1 (centres undefined)	/	/	6%	0.1%	-9%	/	/	/	0.8%	/
Cc1sc2nc(CSCC(=O)Nc3ccc(OC(F)F)cc3)[nH]c(=O)c2c1C	8%	13%	2%	-0.2%	0%	/	/	0.9%	3.5%	1
CN(Cc1ccccc1)C(=O)c1cccc(C(=O)N(C)Cc2ccccc2)c1	/	/	12%	-0.7%	-3%	/	/	/	2.9%	/
CC(=O)NC(Cc1ccccc1F)C(=O)NC1CCN(C(=O)Nc2ccc(C)cc2)CC1 (centres undefined)	/	/	1%	-0.1%	1%	/	/	/	0.0%	/
Cc1ccc(/C=N/NC(=S)NCCc2ccccc2)s1	9%	7%	-2%	-0.3%	-10%	1.3	868	/	3.1%	1.2
COC(=O)c1cc(C(=O)OCC(=O)N(C)C2CCS(=O)(=O)C2)cc([N+](=O)[O-])c1 (centres undefined)	-10%	-5%	13%	0.0%	-5%	/	/	-0.8%	3.6%	1.1
COc1ccccc1NC(=O)N1CCN(c2ccnc3cc(Cl)ccc23)CC1	/	/	12%	0.0%	-13%	-0.22	985	/	?	/
CCCCN(CCCC)CCCNC(=O)CC1Oc2ccc(C)cc2NC1=O (centres undefined)	0%	3%	-2%	-0.7%	2%	0.36	1777	-2.7%	1.1%	1.1
CC(C)n1c2ccccc2c2cc([N+](=O)[O-])ccc21	5%	14%	5%	-0.5%	4%	0.01	1309	-1.0%	17%	1.2
CCC(C)(C)NC(=O)C(c1cccc(OC)c1)N(C(=O)c1ccn[nH]1)c1cccc(OC)c1 (centres undefined)	3%	-2%	4%	2.0%	-8%	-0.97	883	-0.9%	0.2%	2.4
COC(=O)C1CC(O)CN1S(=O)(=O)c1cccs1 (centres undefined)	2%	1%	?	0.4%	2%	-0.25	1432	-0.6%	0.2%	1.1

Arranged by the number under Large T inhibition (ascending): 3 from the list above
compound | Large T inhibition
CCCN(Cc1nnc(-c2ccccc2Cl)o1)C(=O)c1cccc(S(=O)(=O)N2CCOCC2)c1 | 2%
O=C(Nc1ccnn1C1CCN(C(=O)c2cccc(Cl)c2)CC1)C1CCOC1 (centres undefined) | 6%
COc1ccccc1NC(=S)NCC1CCC(CNC(=S)Nc2ccccc2OC)CC1 (centres undefined) | 9%

High-throughput results deposited in PubChem BioAssay by several laboratories.
